KCNQ1 block: inhibitors of human KCNQ1 channel, primary screen, cell-based, thallium flux, high-throughput. 1.3% of 310,000 active. Potassium voltage-gated channel subfamily KQT member 1 (Homo sapiens), P51787. B-score at 10 µM. CHO-K1 KCNQ1, FluxOR thallium flux fluorescence; stronger effect = higher value;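 active = compounds whose thallium flux B-score, printed positive for inhibition, exceeds three library SD while starting fluorescence stays within three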;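 also: channel opened by potassium depolarization with thallium stimulus after 20 min compound exposure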
SKKanGAS inh: S. pyogenes SKKanGAS growth inhibitors in kanamycin, primary screen, streptokinase expression inhibitor project, SKKanGAS strain, BacTiter-Glo luminescence | 6 h | inhibition, % at 7.5 µM | 1.3% of 300,000 active | AID 1662, 2009;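 active = mean replicate score, as percent of positive control median, at least 50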;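 also: strain carries kanamycin resistance gene driven by streptokinase promoter and grows in 40 µg/ml kanamycin; loss of luminescence reflects streptokinase promoter inhibition or plain growth inhibition; 0% = median of DMSO wells and 100% = positive control at its reference dose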
RGS4 inh: RGS4 inhibitors, primary screen, cell-based, HEK293 M3R inducible RGS4, calcium flux; Fluo-4 calcium flux; stronger effect = higher value; triggered by carbachol at its EC20; B-score at 10 µM; 0.45% of 310,000 active; AID 463165, 2010;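 active = B-score, a plate-corrected calcium signal, over three deviations above library mean, with baseline fluorescence within five deviations of library mean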;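 also: RGS4 expression induced by doxycycline in cells with stable M3 receptor; B-score is computed from the integrated fluorescence ratio over baseline after carbachol; higher B-score means a larger calcium signal and so more RGS4 inhibition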
Target sequence (P49798 whole entry, looked up): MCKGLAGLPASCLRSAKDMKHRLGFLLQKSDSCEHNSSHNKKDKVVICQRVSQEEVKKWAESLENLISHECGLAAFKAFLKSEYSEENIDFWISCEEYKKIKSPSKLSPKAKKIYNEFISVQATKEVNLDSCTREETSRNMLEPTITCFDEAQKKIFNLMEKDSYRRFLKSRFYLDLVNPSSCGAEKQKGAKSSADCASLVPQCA
ANO1 activ: TMEM16A chloride channel activators or potentiators, primary screen, cell-based, HTS | Anoctamin-1 (Mus musculus), Q8BHY3 | HEK293 TMEM16A/YFP-H148Q/I152L, iodide quench fluorescence; stronger effect = lower value | B-score at 10 µM | 0.3% of 340,000 active | AID 623877, 2012;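 active = fluorescence-ratio B-score plate-corrected deviation score at least 3 library SD below zero, with starting fluorescence score within 5 deviations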;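 also: channel opened by trigger with iodide after compound preincubation; score built on the fluorescence ratio of max minus min over baseline; more negative score means more quench and so TMEM16A activation or potentiation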
RGS4 act: RGS4 potentiators or activators, primary screen, cell-based, HEK293 M3R inducible RGS4, calcium flux. B-score at 10 µM. 0.92% of 310,000 active. carbachol calcium flux Fluo4; stronger effect = lower value;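 active = B-score of the integrated calcium signal more than 4 SD below the library mean, with starting fluorescence not abnormally high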;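 also: negative B-score means reduced calcium response which marks RGS4 activation or potentiation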
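Material: Inducible-RGS4 HEK293 cells carrying M3 receptor; also added: carbachol at ECmax as muscarinic agonist stimulus; incubation: compound preincubation 20 min at room temperature before agonist; signal: Fluo4-AM (2 µM) calcium-flux fluorescence, kinetic read; measure: integrated calcium ratio converted to B score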
KCNQ1 pot: potentiators or activators of KCNQ1 channel, primary screen, cell-based, thallium flux, high-throughput. Potassium voltage-gated channel subfamily KQT member 1 (Homo sapiens), P51787. CHO-K1 KCNQ1, thallium flux FluxOR fluorescence; stronger effect = higher value. B-score at 10 µM. 0.35% of 310,000 active. AID 2648, 2010;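 active = fluorescence ratio B-score, a plate-corrected score, at least three library SD, with initial intensity B-score within 5 SD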
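System: Stable KCNQ1 CHO-K1 line | Incubation: 90 min dye loading and 20 min compound exposure, both at room temperature | Measure: Ratio B score | Medium: Assay buffer for compound exposure, DMSO matched across wells | Compound dosing: Single-concentration screen | Probe or stimulus: K+/Tl+ depolarizing stimulus | Measured by: Kinetic FluxOR fluorescence, 10 s baseline plus 110 s post-stimulus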
hERG protect: hERG rescue from dofetilide block, primary screen, cell-based, CHO-hERG, FluxOR thallium flux, dofetilide IC70; activation (rescue from dofetilide block), less the hit threshold, % at 10 µM; Voltage-gated inwardly rectifying potassium channel KCNH2 (Homo sapiens), Q12809; dofetilide IC70 present; AID 1511, 2009; 0.51% of 310,000 active;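 active = activation above the mean of controls blocked by dofetilide plus 5 SD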;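 also: thallium influx through hERG after potassium depolarization seen as dye fluorescence rise; in these data hits start at about 4.7%; inactives centre near -7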
HDAC3 inhib: HDAC3 deacetylase inhibitors, primary screen, biochemical, fluorescence, cell-free homogeneous | Histone deacetylase 3 (Homo sapiens), O15379 | recombinant HDAC3, fluorogenic peptide/trypsin coupled | inhibition, % at 8.3 µM | 0.15% of 320,000 active; in the data active = inhibition above about 26%, passing the limit was not always enough
TMEM16A inh: TMEM16A chloride channel inhibitors, primary screen, cell-based, HTS; Anoctamin-1 (Mus musculus), Q8BHY3; 1.2% of 310,000 active; normalized B-score (activity score, 25-100; higher = stronger inhibition) at 10 µM; HEK293 TMEM16A/YFP iodide influx fluorescence, ionomycin;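 active = ratio plate-corrected score three or more library SD toward inhibition, starting fluorescence score within five deviations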;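 also: score derived from kinetic fluorescence span divided by baseline fluorescence per well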
KCNK3 block: human KCNK3 channel inhibitors, primary screen, CHO cells, FluxOR thallium flux, B-score | Potassium channel subfamily K member 3 (Homo sapiens), O14649 | FluxOR fluorescence; stronger effect = lower value | B-score at 10 µM | 0.84% of 340,000 active | AID 602410, 2012;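 active = B-score under library mean minus 4 SD, starting fluorescence ratio at most library mean plus 5 SD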;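 also: more negative B-score means stronger inhibition of thallium flux through KCNK3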
Target sequence (O14649 whole entry, looked up): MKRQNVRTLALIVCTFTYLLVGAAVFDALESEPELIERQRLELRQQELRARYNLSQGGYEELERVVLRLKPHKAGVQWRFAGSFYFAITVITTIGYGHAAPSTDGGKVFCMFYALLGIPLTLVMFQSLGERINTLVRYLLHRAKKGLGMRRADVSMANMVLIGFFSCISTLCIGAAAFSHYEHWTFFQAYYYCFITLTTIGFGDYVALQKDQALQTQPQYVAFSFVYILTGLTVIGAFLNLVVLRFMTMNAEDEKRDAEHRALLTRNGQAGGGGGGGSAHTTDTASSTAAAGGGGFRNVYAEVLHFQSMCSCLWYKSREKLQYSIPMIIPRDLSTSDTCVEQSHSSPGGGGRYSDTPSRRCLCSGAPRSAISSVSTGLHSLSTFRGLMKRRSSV
KCNK9 inh: KCNK9 potassium channel inhibitors, primary screen, HEK293 cells, thallium flux; FluxOR thallium flux fluorescence; stronger effect = lower value; B-score at 10 µM; Potassium channel subfamily K member 9 (Homo sapiens), Q9NPC2; 1.2% of 310,000 active;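 active = ratio B-score over 3 SD below the library mean, with starting fluorescence within 5 SD of its mean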;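 also: negative B-score means less thallium flux so channel inhibition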
Target sequence (Q9NPC2 whole entry, looked up): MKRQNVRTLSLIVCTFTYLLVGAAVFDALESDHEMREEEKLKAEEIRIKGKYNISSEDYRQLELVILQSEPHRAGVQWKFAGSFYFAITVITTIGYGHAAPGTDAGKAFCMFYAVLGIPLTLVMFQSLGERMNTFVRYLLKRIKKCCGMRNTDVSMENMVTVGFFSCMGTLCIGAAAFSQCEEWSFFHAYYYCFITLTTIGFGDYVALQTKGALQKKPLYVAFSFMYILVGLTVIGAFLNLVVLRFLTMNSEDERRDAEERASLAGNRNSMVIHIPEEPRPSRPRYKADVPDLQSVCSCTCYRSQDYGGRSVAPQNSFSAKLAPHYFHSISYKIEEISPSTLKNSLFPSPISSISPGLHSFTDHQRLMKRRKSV
An asterisk follows results filed as active; i = inactive; / = no result given. Compounds were not picked by outcome. Share with any hit: about 6.3%.

Each structure is followed by: KCNQ1 block | SKKanGAS inh | RGS4 inh | ANO1 activ | RGS4 act | KCNQ1 pot | hERG protect | HDAC3 inhib | TMEM16A inh | KCNK3 block | KCNK9 inh
#1 CN1C(=O)C(=O)N(CC(=O)N2CCc3ccccc32)C1=O
    i | -12 | i | i | i | i | -7 | -1 | i | i | i
#2 Cc1ccnc(N2CCC(C(=O)Nc3ccc4c(c3)CCC4)CC2)n1
    i | -6 | i | i | i | i | -10 | 5 | i | i | i
#3 CCCCC(=O)NC(c1ccccc1OC)c1ccc2cccnc2c1O (stereo not drawn)
    i | -2 | i | i | i | i | -3 | -5 | i | i | i
#4 O=C(Cn1ccc2ccccc2c1=O)NCCC(=O)N1CCCCC1
    i | 1 | i | i | i | i | -6 | 0 | i | i | i
#5 CC1(C)N=C(N)N=C(N)N1c1ccc(Oc2ccc(Cl)cc2)c(Cl)c1
    i | 94* | i | i | -7.5* | i | -12 | 2 | i | i | i
#6 COc1ccc(NC(=O)Cn2nnc(C(=O)NCc3ccc(C)cc3)c2N)cc1Cl
    i | 7 | i | i | i | i | -9 | -6 | i | i | i
#7 Cc1ccc(SCC(=O)Nc2ccc(F)cc2[N+](=O)[O-])cc1C
    i | 6 | i | i | i | i | -2 | -3 | i | i | i
#8 COc1ccccc1NC(=O)C1(C)Cc2ccccc2C(=O)O1 (stereo not drawn)
    i | -3 | i | i | i | i | -1 | / | i | i | i
#9 S=C1NCN(C2CCCCC2)CN1Cc1ccccc1
    i | 1 | i | i | i | i | -7 | -6 | i | i | i
#10 CC(C)(C)CC(=O)Nc1ccc(-c2nnc3n2CCCCC3)cc1
    i | 0 | i | i | i | i | -3 | -5 | i | i | i
#11 CC(C)(C)c1ccc(/C=C/C(=O)Nc2cccnc2)cc1
    i | -2 | i | i | i | i | -2 | 6 | i | i | i
#12 Cc1ccc2nc(SCC(=O)Nc3c(F)cccc3F)[nH]c2c1
    i | 0 | i | i | i | i | -8 | -9 | i | i | i
#13 CCOC(=O)c1c(C)[nH]c(C)c1C(=O)CSc1nc2ccccc2c(=O)n1-c1ccc(Cl)cc1
    6* | 2 | i | i | i | i | -9 | 6 | i | i | i
#14 Cc1cc(C)cc(OCc2ccc(C(=O)N3N=C(C(F)F)CC3(O)C(F)F)o2)c1 (stereo not drawn)
    i | -8 | i | i | i | i | -8 | -1 | i | i | i
#15 CNc1oc(/C=C/c2cccc(OC)c2)nc1C#N
    i | -12 | i | i | i | i | -4 | -159 | i | i | i
#16 O=C(NC(=S)Nc1ccc2oc(=O)ccc2c1)c1cccc(Cl)c1
    i | -2 | i | i | i | i | 0 | 4 | i | i | i
#17 O=C(NC(=S)N1CCN(c2ccccc2)CC1)c1c(F)cccc1F
    i | 6 | i | i | i | i | -5 | -2 | i | i | i
#18 CC1=C/C(=N\NC(=O)c2ccc(O)cc2)CC1
    i | -6 | i | i | i | i | -4 | -7 | i | i | i
#19 CSc1nnc([C@@H]2CCCN2C(=O)OC(C)(C)C)o1
    i | -1 | i | i | i | i | -10 | -4 | i | i | i
#20 Cc1ccc(OCC(=O)N(Cc2ccccc2)C(C)C)c([N+](=O)[O-])n1
    i | 5 | i | i | i | i | -7 | -1 | i | i | i
#21 COc1ccc(CCNC(=S)NC(=O)c2ccc(Br)cc2)cc1OC
    i | 14 | i | i | i | i | -18 | -1 | i | i | i
#22 COc1cc2[nH]c(=O)n(CCCC(=O)NC3CCCCC3)c(=O)c2cc1OC
    i | -6 | i | i | i | i | -5 | -4 | i | i | i
#23 CCOc1ccc(NC2c3ccccc3C(=O)N2Cc2ccco2)cc1 (stereo not drawn)
    i | -1 | i | i | i | i | -14 | 10 | i | i | i
#24 CN1C(=O)C(O)(CC(=O)/C=C/C=C/c2ccccc2)c2ccccc21 (stereo not drawn)
    i | 0 | i | i | i | i | -4 | -1 | i | i | i
#25 COc1ccc(CC(=O)O/N=C(\N)Cc2ccc([N+](=O)[O-])cc2)cc1
    i | -9 | i | i | i | i | -5 | 8 | i | i | i
#26 COCc1cc(C2C(C(=O)c3ccco3)=C(O)C(=O)N2CCOCCO)ccc1O (stereo not drawn)
    i | 2 | i | i | i | i | -8 | -1 | i | i | i
#27 Cc1cc(C)nc(NC(=O)CSc2ccccn2)n1
    i | -2 | i | i | i | i | -3 | -2 | i | i | i
#28 O=C(N/N=C/c1c(Cl)cccc1Cl)c1n[nH]c2c1CCCC2
    i | -23 | i | i | i | i | -8 | 1 | i | i | i
#29 O=C(O)c1ccc(-c2cccc([N+](=O)[O-])c2)o1
    i | -3 | i | i | i | i | -11 | -1 | i | i | i
#30 CCn1c2nc(SCCN3CCOCC3)nnc2c2cc(C)cc(C)c21
    i | 3 | i | i | i | i | -3 | -1 | i | i | i

Later entries:
Each structure is followed by: KCNQ1 block | SKKanGAS inh | RGS4 inh | ANO1 activ | RGS4 act | KCNQ1 pot | hERG protect | HDAC3 inhib | TMEM16A inh | KCNK3 block | KCNK9 inh
#31 CNC(=S)NCC(O)c1ccc([N+](=O)[O-])cc1 (stereo not drawn)
    i | -3 | i | i | i | i | -3 | -8 | i | i | i
#32 Cc1c(NC(=O)OCc2ccccc2)c(=O)n(-c2ccccc2)n1C
    i | -8 | i | i | i | i | -8 | -4 | i | i | i
#33 O=C(CSc1ncc(-c2ccccc2)n1-c1ccccc1)NCc1ccco1
    i | 1 | i | i | i | i | -7 | 3 | 25* | i | i
#34 CCCNC(=O)c1oc2ccc3c(c2c1C)C=CC(C)(C)O3
    i | -11 | i | i | i | i | -8 | -11 | i | i | i
#35 CCCCN(C(=O)c1ccc(Br)o1)C1CCS(=O)(=O)C1 (stereo not drawn)
    i | 16 | i | i | i | i | -10 | -3 | i | i | i
#36 Cc1[nH]nc(SCC(=O)NC2CCCCC2)c1[N+](=O)[O-]
    i | 4 | i | i | i | i | -5 | 1 | i | i | i
#37 Clc1ccc2[nH]cc(-c3nnnn3-c3ccccc3)c2c1
    i | 5 | i | i | i | i | 0 | 2 | i | i | i
#38 O=C(COC(=O)C(O)c1ccccc1)NC12CC3CC(CC(C3)C1)C2 (stereo not drawn)
    i | -13 | i | i | i | i | -12 | -5 | i | i | i
#39 O=C1CN(C(=O)c2cc([N+](=O)[O-])ccc2Cl)C(c2ccccc2)c2cc(F)ccc2N1 (stereo not drawn)
    i | 7 | i | i | i | i | -9 | -10 | i | i | i
#40 CCC(c1nnnn1C(C)(C)C)N(Cc1ccco1)Cc1cc2cccc(C)c2[nH]c1=O (stereo not drawn)
    i | 15 | i | i | i | i | -5 | 3 | i | i | i
#41 Cc1c(C)c2ccc(OCC(=O)N3CC[C@@]4(O)CCCC[C@H]4C3)cc2oc1=O
    i | 4 | i | -5.6* | i | i | -6 | -45 | i | i | i
#42 COC(=O)c1cc(NC(=O)Nc2ccccc2OC)cc(C(=O)OC)c1
    i | 10 | i | i | i | i | -5 | 9 | i | i | i
#43 COCc1cc(CNC(=O)C2CCC(=O)N(Cc3cccc(OC)c3)C2)[nH]n1 (stereo not drawn)
    i | -3 | i | i | i | i | -5 | / | / | i | i
#44 O=C(O)c1cc(-c2ccc3c(c2)OCO3)nc2ccc(Br)cc12
    i | 11 | i | i | i | i | -13 | -2 | i | i | i
#45 CCC(Sc1ncnc2sc(C)c(C)c12)C(=O)OC (stereo not drawn)
    i | 18 | i | i | i | i | -6 | 5 | i | i | i
#46 Fc1ccc(OCCCCCn2ccnc2)cc1
    i | -3 | i | i | i | i | -2 | -10 | i | i | i
#47 Cc1c(NC(=O)CN2C(=O)NC(C)(c3ccc(Cl)cc3)C2=O)c(=O)n(-c2ccccc2)n1C (stereo not drawn)
    i | -2 | i | i | i | i | -17 | 1 | i | i | i
#48 COc1cccc(N(C(=O)c2ccco2)c2nc(-c3sc(NC(=O)c4ccco4)nc3C)cs2)c1
    i | 48 | i | i | i | i | -33 | -1 | i | i | i
#49 Cc1ccc(S(=O)(=O)N2CCOCC2)cc1C(=O)N1CCCCCC1
    i | 0 | i | i | i | i | -4 | -10 | i | i | i
#50 O=C(CN1CCOCC1)n1c2c(c3ccccc31)CCCC2
    i | 4 | i | i | i | i | -2 | 4 | i | i | i
#51 CCn1c(C2CC(=O)N(Cc3ccccc3)C2)nc2ccccc21 (stereo not drawn)
    i | -6 | i | i | i | i | -6 | / | i | i | i
#52 Cc1ccc(OCCCC(=O)NCc2ccco2)c(C)c1
    i | -12 | i | / | i | i | -9 | -1 | i | / | i
#53 COC(=O)c1cc(Sc2c(Cl)cccc2Cl)ccn1
    i | 0 | i | i | i | i | -23 | 5 | i | i | i
#54 Cc1ccc(S(=O)(=O)N(C)CC(=O)OCC(=O)c2c(N)n(C)c(=O)n(C)c2=O)cc1
    i | -4 | i | i | i | i | -10 | 2 | i | i | i
#55 C=CC12C=CC=CN1C(C(=O)OC)=C(C(=O)OC)C(C(=O)OC)=C2C(=O)OC (stereo not drawn)
    i | 1 | i | i | i | i | -5 | 2 | i | i | i
#56 NS(=O)(=O)c1cccc(NC(=O)c2cccs2)c1
    i | -9 | i | i | i | i | -6 | 1 | i | i | i
#57 CCc1cccc(Oc2nn[nH]n2)c1
    i | -3 | i | i | i | i | -12 | 2 | i | i | i
#58 Cc1ccc(Sc2c(C(=O)Nc3ccc(F)cc3F)c(C(F)(F)F)nn2C)cc1
    i | 5 | i | i | i | i | -2 | 16 | i | i | i
#59 O=C(O)c1c(NC(=O)N2CCCC2)sc2c1CCCC2
    i | -1 | i | i | i | i | -1 | 8 | i | i | i

Assay outcomes (PubChem)
